GPR55 antagonists – inhibition of LPI-stimulated GPR55 beta-arrestin translocation – imaging, U2OS, beta-arrestin-GFP, LPI agonist, primary screen (AID 2013). U2OS GPR55 beta-arrestin-GFP translocation imaging, LPI antagonism; higher % means a stronger effect. inhibition, % at 10 µM, or IC50 in µM where a hit was titrated. 290,000 tested, 0.13% active;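 active = spots per cell inhibited over 60%, with over 100 cells counted and total cytoplasm intensity under 500,000; inconclusive = wells with under 100 cells, flagged as likely toxic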;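 note: U2OS cells stably carrying GPR55 and arrestin-GFP stimulated by 5 µM LPI near EC80; imaged beta-arrestin-GFP aggregate spots per cell after agonist stimulation; plate controls were LPI-stimulated DMSO wells for no effect and DMSO wells without LPI for full effect; some results filed as inactive read as strong as hits; confirmed hits need IC50 under 10 µM and bright autofluorescent wells are also inconclusive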
NOD1 NF-kB reporter – inhibition of NOD1-driven NF-kB reporter – cell-based, luminescence, uHTS, primary screen (AID 1578); NOD1-driven NF-kB luciferase reporter cells, luminescence; higher % means a stronger effect; one-dose inhibition, % at 4 µM; EC50 in µM for titrated hits; 290,000 tested, 1% active; in the data active = inhibition mostly above about 36%, no sharp cut-off; inactive = mostly below about 34%;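 note: HEK-293T reporter cells stimulated with the NOD1 agonist gamma-tri-DAP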
GPR35 antagonists – inhibition of zaprinast-stimulated GPR35 beta-arrestin translocation – imaging, U2OS, beta-arrestin-GFP, zaprinast agonist, primary screen (AID 2058); U2OS GPR35 beta-arrestin-GFP translocation imaging, zaprinast antagonism; higher % means a stronger effect; 290,000 tested, 0.052% active; one-dose inhibition, % at 10 µM; IC50 in µM for titrated hits;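 active = inhibition of at least 50% with at least 30 cells and total cytoplasm GFP at most 10,000,000; inconclusive = under 30 cells or total GFP of 10,000,000 plus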
SIAH1 antagonists – Siah-1 peptide-binding antagonists, primary screen, biochemical, fluorescence polarization, rhodamine-plectin, uHTS (AID 1817); Siah-1 / rhodamine-plectin peptide fluorescence polarization; higher % means a stronger effect; displacement, % at 20 µM, or IC50 in µM where a hit was titrated; 290,000 tested, 0.02% active;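 active = displacement of at least 50% at 20 µM, with a fluorescence ratio check between 0.3 and a set limit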;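 note: plate controls were Siah plus tracer with DMSO for no effect and tracer alone without Siah for full effect; strong numbers were not always called active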
AID2073 – inhibitors of Mint1-CaV2.2 protein interaction, biochemical, HTRF (AID 2073) | HTRF protein-protein interaction, Mint1-CaV2.2; higher % means a stronger effect | one-dose inhibition, % at 20 µM; IC50 in µM for titrated hits | 290,000 tested, 0.19% active; in the data active = inhibition mostly above about 51%, no sharp cut-off; inconclusive = no clear call, values can overlap the other calls; inactive = mostly below about 53%; note: some results filed as inactive read as strong as hits
HIV fusion peptide – cell-free HIV fusion peptide-binding blockers – biochemical, uHTS, fluorescence dequenching, primary screen (AID 1986); cell-free peptide binding, fluorescence dequenching, 30 min; higher % means a stronger effect; inhibition, % at 20 µM; hits with a dose series show IC50 in µM; 290,000 tested, 0.3% active; in the data active = inhibition mostly above about 52%, no sharp cut-off; inactive = mostly below about 76%; note: some results filed as inactive read as strong as hits
KOR beta-arrestin-1 – KOR agonists, beta-arrestin recruitment, primary screen, cell-based, luminescence, uHTS (AID 1777); 280,000 tested, 0.02% active; KOR beta-arrestin recruitment, luminescence; higher % means a stronger effect; activation, % at 10 µM; hits with a dose series show EC50 in µM; in the data active = activation above about 50%, passing the limit was not always enough; note: a part of the inactive calls stands beside numbers as strong as those of hits
GPR55 activation – selective activators of receptor GPR55 – imaging, U2OS cells, beta-arrestin-GFP redistribution, primary screen (AID 1961); 290,000 tested, 0.048% active; activation, % at 10 µM; hits with a dose series show EC50 in µM; U2OS GPR55 beta-arrestin-GFP redistribution imaging; higher % means a stronger effect;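 active = activation above 40% with more than 50 cells counted in the well; inconclusive = wells holding fewer than 50 cells, flagged as toxic or sparse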;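 note: U2OS osteosarcoma cells stably expressing GPR55 and beta-arrestin-GFP; plate controls were DMSO negative control for no effect and LPI positive control for full effect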
KOR beta-arrestin-2 – kappa opioid receptor blockers – cell-based, luminescence, uHTS (AID 1778); 290,000 tested, 0.091% active; KOR beta-arrestin recruitment, luminescence, antagonist mode; higher % means a stronger effect; one-dose inhibition, % at 10 µM; IC50 in µM for titrated hits; in the data active = inhibition above about 50%; note: strong numbers were not always called active
Active calls of the source: *; ? = inconclusive; . = no result given; [ ] = dose if it differs, or a comment.

SMILES	GPR55 antagonists	NOD1 NF-kB reporter	GPR35 antagonists	SIAH1 antagonists	AID2073	HIV fusion peptide	KOR beta-arrestin-1	GPR55 activation	KOR beta-arrestin-2
CC1(C)CNC(=O)c2sc(NC(=O)CN3CCOCC3)nc2C1	9%	.	4%	-2%	-5%	0.6%	-0.8%	0.0%	30%
CCOC(=O)C1CCCN(Cc2cccs2)C1 (configuration not stated)	-2%	-28%	28%	0%	2%	-0.1%	7.0%	-0.1%	-31%
COc1ccccc1C(=O)NNC(=S)Nc1ccccc1	4%	-24%	-1%	2%	4%	-2.6%	-7.1%	0.0%	31%
O=C(COC(=O)c1cccc(O)c1)NCc1ccc2c(c1)OCO2	1%	-14%	13%	15%	8%	-1.6%	-2.2%	-0.1%	6%
O=S(=O)(CCc1nc2ccccc2o1)c1ccc2ccccc2c1	5%	-6%	-4%	2%	-9%	-0.3%	-4.1%	-0.2%	4%
CCOP(=O)(CN(CC)C(=O)c1ccccc1Br)OCC	8%	-1%	0%	8%	-9%	0.9%	-4.1%	0.2%	-3%
Cc1ccnc(SCC(=O)c2ccc(Br)s2)n1	12%	-37%	2%	3%	-8%	-0.8%	-2.3%	-0.3%	10%
O=C(NCCCn1ccnc1)c1cc(-c2ccncc2)nc2ccccc12	2%	-28%	4%	-1%	11%	0.2%	0.0%	-0.2%	6%
OC(CN1CCN(c2cccc(C(F)(F)F)c2)CC1)c1c[nH]c2ccccc12 (configuration not stated)	5%	20%	-12%	0%	10%	-1.0%	11%	-0.1%	-25%
CC(C)(C)C1CCc2onc(C(=O)NC3CCCC3)c2C1 (configuration not stated)	-1%	-9%	17%	-4%	-1%	2.3%	-6.3%	-0.1%	20%

Seven entries already listed, arranged by molar mass, lowest first:
SMILES	GPR55 antagonists	NOD1 NF-kB reporter	GPR35 antagonists	SIAH1 antagonists	AID2073	HIV fusion peptide	KOR beta-arrestin-1	GPR55 activation	KOR beta-arrestin-2
CCOC(=O)C1CCCN(Cc2cccs2)C1 (configuration not stated)	-2%	-28%	28%	0%	2%	-0.1%	7.0%	-0.1%	-31%
CC(C)(C)C1CCc2onc(C(=O)NC3CCCC3)c2C1 (configuration not stated)	-1%	-9%	17%	-4%	-1%	2.3%	-6.3%	-0.1%	20%
Cc1ccnc(SCC(=O)c2ccc(Br)s2)n1	12%	-37%	2%	3%	-8%	-0.8%	-2.3%	-0.3%	10%
CC1(C)CNC(=O)c2sc(NC(=O)CN3CCOCC3)nc2C1	9%	.	4%	-2%	-5%	0.6%	-0.8%	0.0%	30%
O=C(NCCCn1ccnc1)c1cc(-c2ccncc2)nc2ccccc12	2%	-28%	4%	-1%	11%	0.2%	0.0%	-0.2%	6%
CCOP(=O)(CN(CC)C(=O)c1ccccc1Br)OCC	8%	-1%	0%	8%	-9%	0.9%	-4.1%	0.2%	-3%
OC(CN1CCN(c2cccc(C(F)(F)F)c2)CC1)c1c[nH]c2ccccc12 (configuration not stated)	5%	20%	-12%	0%	10%	-1.0%	11%	-0.1%	-25%

Additional records follow:
SMILES	GPR55 antagonists	NOD1 NF-kB reporter	GPR35 antagonists	SIAH1 antagonists	AID2073	HIV fusion peptide	KOR beta-arrestin-1	GPR55 activation	KOR beta-arrestin-2
CCOC(=O)C1=C(CC)NC2=C(C(=O)CCC2)C1c1ccc(OC)c(OC)c1 (configuration not stated)	-4%	1%	12%	-2%	-2%	-2.5%	-0.1%	0.3%	-30%
Cc1ccc(NC(=O)N2CCN(C/C=C/c3ccccc3)CC2)cc1	11%	18%	-3%	-1%	-3%	-0.5%	-0.8%	-0.1%	-4%
COc1ccc(CNC(=O)c2cc(=O)c3cc(C)cc(C)c3o2)cc1	5%	6%	-2%	14%	21%	4.7%	-2.7%	-0.1%	-7%
COc1ccc(S(=O)(=O)Cc2ccc(C(=O)NCCc3cc(OC)ccc3OC)o2)cc1	0%	-3%	-16%	3%	-10%	-0.1%	6.4%	-0.4%	-2%
O=S(=O)(O)c1ccc(N2N=C(c3ccccc3)CC2c2ccccc2)cc1 (configuration not stated)	-9%	-26%	6%	-5%	?	13%	1.4%	-0.3%	-29%
Cc1sc2ncnc(-n3cnc4ccccc43)c2c1C	7%	6%	0%	3%	2%	15%	0.8%	0.5%	16%
CCN(C(=O)c1nn(-c2ccc(OC)cc2)c(=O)c2c1c1ccccc1n2C)c1ccc(OC)cc1	9%	-26%	-5%	4%	1%	0.9%	3.0%	0.1%	-18%
CC(c1nc2ccccc2c(=O)[nH]1)N(C)CCOc1ccc(Cl)cc1 (configuration not stated)	-12%	-13%	-2%	9%	-2%	-0.4%	-0.6%	-0.2%	14%
O=C(Cn1c(=O)oc2ccccc21)Nc1ccc(Cl)cc1Cl	0%	-2%	-4%	-5%	9%	6.3%	-13%	0.3%	33%
O=S(=O)(Nc1ccc(OC(F)F)cc1)c1ccc(-c2ccon2)s1	14%	-8%	4%	0%	16%	0.3%	-0.7%	-0.1%	17%
O=C1CCCCN1CCC(=O)N1CCCC(N2CCN(c3ccccc3)CC2)C1 (configuration not stated)	12%	-1%	0%	8%	0%	1.7%	2.6%	-0.1%	-31%
CCOc1ccc(NC(=O)Nc2cc(OCC(F)(F)F)cc(OCC(F)(F)F)c2)cc1	0%	-33%	6%	-2%	-4%	-1.4%	22%	0.1%	8%
C[C@@H]1CCC(=O)N(CC[C@H](Oc2ccccc2)c2ccccc2)CC1	-5%	-16%	10%	2%	3%	1.0%	-6.9%	0.0%	-32%[20 µM]
CC1=NCCN1S(=O)(=O)c1c(C(C)C)cc(C(C)C)cc1C(C)C	6%	28%	22%	-9%	-8%	-1.1%	.	-0.1%	-9%[20 µM]
COc1ccccc1NC(=S)N(c1ccccc1)C(C)C	9%	-7%	-1%	3%	16%	-2.9%	-2.3%	-0.3%	-12%
Cc1nc(COc2cc3oc(=O)cc(C)c3cc2Cl)cs1	7%	-38%	-1%	0%	-2%	0.5%	1.7%	0.2%	-24%
CC(OC(=O)c1cc2sccc2n1C)C(=O)NCC1CCCO1 (configuration not stated)	12%	-9%	-7%	4%	18%	0.4%	4.8%	-0.2%	-7%
COc1ccc(N2CCN(C(=O)CSc3nnc(-c4ccco4)n3C)CC2)cc1	6%	-43%	-8%	2%	-5%	-0.6%	0.0%	-0.1%	-16%
COc1ccc(-c2ccc(CCC(=O)O)n2CC(=O)Nc2cccc(OC)c2)cc1	-1%	3%	-9%	3%	19%	9.4%	5.1%	0.1%	-5%
Cc1cc2nc(C3CCN(C(=S)NCCCOC(C)C)CC3)[nH]c2cc1C	15%	-30%	-8%	2%	-14%	-1.0%	-3.0%	0.2%	-21%[20 µM]
Cc1ccc(S(=O)(=O)N2CCN(C(=O)c3ccccc3)CC2)cc1	1%	8%	-1%	-1%	46%	4.6%	0.3%	0.0%	-29%
COc1ccc(-c2nc(N)n(C(C)=O)n2)cc1	-3%	-3%	12%	0%	23%	-1.5%	3.2%	-0.1%	-2%
O=C(c1cc(-c2ccccc2)n[nH]1)N1CCc2c([nH]c3ccccc23)C1c1ccccn1 (configuration not stated)	5%	-14%	-3%	-4%	20%	3.2%	.	-0.1%	-28%[20 µM]
COc1cc(Cl)cc(C2NC(=O)NC(C)=C2C(=O)NCc2ccccc2)c1O (configuration not stated)	12%	-22%	0%	1%	-1%	-2.2%	-2.3%	-0.2%	34%
CC(C)c1ccc(-c2nnn(CCC#N)n2)cc1	-2%	-38%	4%	1%	-8%	0.4%	.	0.2%	-36%[20 µM]
CC(C)(C)NC(=O)c1ccc2nsnc2c1	0%	-34%	9%	1%	-3%	-2.2%	4.2%	-0.4%	30%
CCOC(=O)c1c(NC(=S)N2CCN(C)CC2)sc2c1CCN(C(=O)OCC)C2	12%	-7%	-18%	-1%	-30%	-1.9%	6.3%	2.8%	-8%
Cc1ccc(C)c(C(=O)Nc2nc3ccccc3[nH]2)c1	-4%	-26%	13%	-2%	14%	-1.4%	4.3%	-0.1%	-37%
COc1ccc(C2CC(=O)C(C=NCCCO)=C(O)C2)cc1 (configuration not stated)	1%	-6%	-4%	10%	8%	25%	-4.3%	0.0%	8%
COc1cccc(C(=O)Nc2cc3c(cc2Cl)OCCCO3)c1	-2%	-17%	5%	-3%	13%	1.6%	3.6%	-0.3%	-39%
O=C(NCc1ccc(-n2cccc2)cc1)c1cccc(F)c1	13%	17%	13%	-5%	-5%	-2.7%	-1.5%	1.2%	20%
CC(=O)Nc1ccc(C(=O)NC2CCCC2)cc1	7%	-26%	5%	4%	2%	-1.3%	-3.8%	-0.2%	42%
NS(=O)(=O)c1ccc(CCNC(=O)CCS(=O)(=O)c2ccc(Br)cc2)cc1	-14%	-8%	2.2µM*	35%	41µM*	0.1%	0.2%	-0.2%	-25%
CC1CCCC(C)N1C(=O)c1ccc(S(=O)(=O)NCc2ccco2)cc1 (configuration not stated)	-1%	-20%	-20%	3%	-11%	-0.5%	0.8%	0.6%	-9%
O=C(CSc1nc(Nc2ccccc2)nc(N2CCOCC2)n1)Nc1cc(Cl)ccc1O	-8%	18%	1%	-3%	38%	4.1%	4.3%	-0.1%	11%
C/C(N)=C(/C#N)C(=O)CSc1ccc2c(c1)OCCO2	7%	-60%	16%	2%	2%	2.1%	8.1%	-0.1%	-9%
Nc1nc(-c2c[nH]c3ccccc23)cs1	-14%	-9%	10%	-2%	6%	2.8%	6.6%	0.2%	-65%
CCOC(=O)c1oc2cc(C)cc(C)c2c1C	4%	3%	6%	7%	18%	-0.9%	-5.0%	0.1%	18%
Oc1ccc2ccccc2c1C=Nc1cc(C(F)(F)F)ccc1N1CCCC1	17%	13%	3%	0%	4%	2.1%	4.8%	0.3%	-22%
Cc1ccc(C(=O)Nc2cccc(C(F)(F)F)c2)cc1Nc1cncnc1	-15%	14%	-10%	0%	5%	1.1%	0.0%	-0.3%	-26%[20 µM]
Cc1cccc(OCC(=O)N2CCN(c3nnc(-c4ccccc4)c4ccccc34)CC2)c1	3%	-2%	2%	4%	-8%	0.1%	-2.1%	0.2%	31%
S=C(NCC1CCCO1)N1CCN(Cc2ccccc2)CC1 (configuration not stated)	-1%	-4%	0%	6%	-14%	-0.9%	.	0.1%	1%[20 µM]
CCc1cc2c(=O)n(CC(C)C)cnc2s1	-1%	-34%	-1%	-1%	0%	3.6%	5.3%	0.6%	-31%

Source: PubChem

Not all compounds are listed, so the mix of outcomes need not match the whole.
